Screening results deposited in PubChem by Broad Institute.
ERAP1 inh = human ERAP1 aminopeptidase inhibitors, primary screen, biochemical, single point, plate reader | AID 652197, 2013 | hit rate 0.15% among 340,000 | recombinant ERAP1, Leu-AMC fluorescence, 60 min | inhibition, % at 10.7 µM;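 active = mean replicate inhibition of at least 30%, or all replicates individually reaching that 30% level; inactive = mean below 30% and not every replicate reaching it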;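 note: 0% = neutral control wells and 100% = L-leucinethiol positive control wells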
Target sequence (Q9NZ08 whole entry, looked up): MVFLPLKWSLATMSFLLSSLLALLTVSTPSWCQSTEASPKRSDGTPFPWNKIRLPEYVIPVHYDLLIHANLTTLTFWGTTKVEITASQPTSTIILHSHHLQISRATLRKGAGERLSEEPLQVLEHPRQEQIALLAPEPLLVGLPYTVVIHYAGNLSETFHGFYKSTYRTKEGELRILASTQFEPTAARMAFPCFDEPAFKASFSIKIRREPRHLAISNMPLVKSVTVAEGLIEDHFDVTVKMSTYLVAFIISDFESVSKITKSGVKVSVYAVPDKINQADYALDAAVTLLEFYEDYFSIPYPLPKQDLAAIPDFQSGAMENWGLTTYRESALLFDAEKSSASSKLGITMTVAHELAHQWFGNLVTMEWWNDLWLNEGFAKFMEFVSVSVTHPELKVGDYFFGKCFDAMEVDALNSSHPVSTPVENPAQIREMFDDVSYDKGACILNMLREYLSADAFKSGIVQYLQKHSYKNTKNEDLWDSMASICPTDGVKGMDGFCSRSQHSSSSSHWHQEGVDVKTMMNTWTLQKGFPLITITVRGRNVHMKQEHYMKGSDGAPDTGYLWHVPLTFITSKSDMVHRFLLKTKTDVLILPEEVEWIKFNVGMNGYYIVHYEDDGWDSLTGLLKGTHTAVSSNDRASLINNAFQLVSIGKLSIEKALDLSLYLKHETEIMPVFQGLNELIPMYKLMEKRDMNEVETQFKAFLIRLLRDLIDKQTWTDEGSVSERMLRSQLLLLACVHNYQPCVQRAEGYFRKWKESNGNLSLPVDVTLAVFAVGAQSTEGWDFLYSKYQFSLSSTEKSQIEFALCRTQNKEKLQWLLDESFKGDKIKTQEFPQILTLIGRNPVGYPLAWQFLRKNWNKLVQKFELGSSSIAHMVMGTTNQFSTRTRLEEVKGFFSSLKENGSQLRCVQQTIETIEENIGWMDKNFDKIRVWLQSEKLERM
S100A4 inh HTS = inhibitors of S100A4-myosin IIA peptide binding, primary screen, biochemical, fluorescence polarization, TAMRA-MyoIIA peptide; hit rate 0.14% among 360,000; Protein S100-A4 (Homo sapiens), P26447; AID 652163, 2013; inhibition, % at 10.7 µM;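 active = mean inhibition of at least 70% across replicates, with every replicate also reaching that level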
Target sequence (P26447 whole entry, looked up): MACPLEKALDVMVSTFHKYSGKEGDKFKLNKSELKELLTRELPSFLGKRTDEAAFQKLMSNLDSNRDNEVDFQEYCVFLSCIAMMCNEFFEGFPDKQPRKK
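Material: S100A4 monomer (human). Medium: Calcium-containing HEPES buffer, pH 7.2. Probe or stimulus: labelled myosin peptide probe, 5 nM. Compound dosing: one concentration per compound. Timing: polarization read 5 min after assay mix addition, stable 5–60 min. Benchmarks: DMSO as neutral control, TFP as positive control.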
EWS-Fli block = EWS/Fli-driven NR0B1 reporter inhibitors, primary screen, A673 cells, NR0B1 luciferase, luminescence, MLPCN library; hit rate 0.67% among 350,000; viability-normalised; inhibition, % at 12.6 µM;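 active = mean inhibition of at least 50% after viability correction, with every replicate also passing that limit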;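 note: firefly luciferase signal divided by Alamar Blue viability fluorescence both relative to DMSO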
LGR2 antag = inhibitors of bursicon-induced LGR2 CRE-luciferase signal, primary screen, cell-based, HEK293, CRE-luciferase reporter, bursicon stimulation. Drosophila bursicon receptor LGR2 (rickets). bursicon-stimulated, 4 h. inhibition, % at 9.99 µM. hit rate 0.35% among 380,000. AID 720647, 2013;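 active = drop in luminescence signal, shown as inhibition above about 50% in the replicate tests, limit read from the data, passing the limit was not always enough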;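 note: agonist challenge used bursicon conditioned medium at about half maximal strength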
PGC1a acetyl inh = inhibitors of PGC1a acetylation signal, primary screen, cell-based, U2OS, AlphaScreen, inhibitor mode; AlphaScreen anti-acetyl-lysine; with virally co-expressed GCN5 acetyltransferase; inhibition, % at 15.6 µM; hit rate 0.17% among 350,000;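 active = every replicate shows inhibition of at least 40%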;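 note: 0% = neutral control wells and 100% = positive control wells; some results beyond the cut were filed as inactive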
PglD inh = C. jejuni PglD acetyltransferase inhibitors, primary screen, biochemical, DTNB colorimetric, single point | purified PglD enzyme, DTNB colorimetric CoA detection | inhibition, % at 12.5 µM | hit rate 0.098% among 360,000 | AID 602405, 2012; in the data active = inhibition above about 16%, passing the limit was not always enough; note: strong numbers were not always called active
PAX8 inh HTS = inhibitors of PAX8-driven TPO luciferase reporter, primary screen, RMG-I cells, single concentration | SteadyGlo, 24 h | inhibition, % at 12.6 µM | hit rate 1.2% among 360,000;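 active = mean replicate inhibition at least 60% with every replicate also reaching 60%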;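 note: luciferase light reporting Pax8 driven TPO promoter activity; plate controls were median of neutral control wells for no effect and mitoxantrone controls for full effect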
FN deposition inh = inhibitors of fibronectin matrix deposition, primary screen, AH1F cells, Alexa488-fibronectin fluorescence, plate reader; AH1F fibroblasts, overnight; inhibition, % at 12.6 µM; hit rate 0.086% among 350,000;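 active = mean inhibition across replicates of 30% or more, regardless of how many single replicates reach that level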;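 note: positive control wells lacked labelled fibronectin entirely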
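Material: AH1F fibroblasts assembling fluorescent fibronectin matrix; amount: 10000 AH1F cells/well; medium: DMEM, 2% serum; reagent: Alexa488-fibronectin, 24 nM final in well; dosing: single compound dose, delivered by pin transfer; incubation: 1 h adhesion, overnight exposure; detection: fluorescence after three HBSS washes, excitation 485 nm, emission 525 nm; measure: fibronectin deposition inhibition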
An asterisk follows results filed as active; x = not tested or not shown; & = joins results of further samples. The order is random; overall some 2.1% were active at least once.

1) CCN(CC)CCNC(=O)c1ccc(NC(=O)Cc2ccccc2F)cc1
2) O=C(c1ccc(Cl)c(S(=O)(=O)N2CCOCC2)c1)N1CCCCCC1
3) Cc1c(C(=O)NCc2ccc3c(c2)OCO3)sc(=O)n1Cc1ccc(S(=O)(=O)N(C)C)cc1
4) O=C(NCCCc1ccccc1)c1ccc(CS(=O)Cc2ccc(Cl)cc2)o1 (stereo not given)
5) CN(C)CCCN(C(=O)c1ccc(Cl)s1)c1nc2cc3c(cc2s1)OCO3
6) COc1cc2c3nnc(-c4ccc(F)cc4)c-3cn(Cc3ccccc3)c2cc1OC

Screen / compound no.	1	2	3	4	5	6
ERAP1 inh	-4	0	x	5	-4	6
S100A4 inh HTS	1	-11	0	-7	-1	3
EWS-Fli block	-3	x	6	-1	57*	42
LGR2 antag	-3	9	-3	-6	4	16
PGC1a acetyl inh	x	x	x	8	-9	-9
PglD inh	5	3	-3	3	-5	0
PAX8 inh HTS	12	-10	23	11	-3	69*
FN deposition inh	18	9	-2	-4	2	-152

7) CC1=C(c2ccccc2)SC2=NCCN21
8) COCC(=O)N[C@@H]1C=C[C@@H](CC(=O)N2CCCCC2)O[C@H]1CO
9) COc1ccccc1N1CCN(c2cc(=O)n(-c3ccccc3Cl)c(=O)[nH]2)CC1
10) Cc1nc(N2CCC(C(N)=O)CC2)c2nnn(Cc3ccccc3)c2n1
11) COc1ccccc1-c1nn(Cc2ccccc2)cc1C(=O)N1CCN(c2ncccn2)CC1
12) COc1ccc(OCC(=O)NNC(=O)Cc2coc3cc(OC)ccc23)cc1

Screen / compound no.	7	8	9	10	11	12
ERAP1 inh	-4	3	2	x	-4	x
S100A4 inh HTS	0	-1	1	x	4	x
EWS-Fli block	2	-2	5	x	6	x
LGR2 antag	-14	x	0	-11	2	-4
PGC1a acetyl inh	2	4	10	-6	-2	x
PglD inh	-5	5	5	3	5	-4
PAX8 inh HTS	4	-9	x	x	25	-3
FN deposition inh	5	x	x	14	3	4

13) O=C1c2ccccc2C(=O)N1CCCCc1cn(C[C@H]2CC[C@H](Cn3cc(CCCCN4C(=O)c5ccccc5C4=O)nn3)O2)nn1
14) CN(Cc1ccccc1)S(=O)(=O)c1nnc(NC(=O)c2ccccc2)s1
15) O=C(NCC1CCCO1)c1ccc2c(c1)N(Cc1ccc(F)cc1)CCS2 (stereo not given)
16) CSc1cccc(NC(=O)c2nnn(Cc3ccccc3)c2N)c1
17) CCOc1ccccc1NC(=O)C1Cc2ccccc2CN1S(C)(=O)=O (stereo not given)
18) O=C(COC(=O)c1ccccc1Br)NCC1CCCO1 (stereo not given)

Screen / compound no.	13	14	15	16	17	18
ERAP1 inh	2	-5	-18	x	x	0
S100A4 inh HTS	-2	-5	-6	x	x	1
EWS-Fli block	7	x	x	x	x	-12
LGR2 antag	-3	-5	7	x	x	-4
PGC1a acetyl inh	10	-11	2	3	6	1
PglD inh	-7	2	-3	-4	5	4
PAX8 inh HTS	8	-1	20	-16	11	-10
FN deposition inh	-7	3	-5	-2	6	-3

Reformatted: 2 of the compounds above
Under each structure – ERAP1 inh, S100A4 inh HTS, EWS-Fli block, LGR2 antag, PGC1a acetyl inh, PglD inh, PAX8 inh HTS, FN deposition inh
5: CN(C)CCCN(C(=O)c1ccc(Cl)s1)c1nc2cc3c(cc2s1)OCO3
    -4, -1, 57*, 4, -9, -5, -3, 2
6: COc1cc2c3nnc(-c4ccc(F)cc4)c-3cn(Cc3ccccc3)c2cc1OC
    6, 3, 42, 16, -9, 0, 69*, -152

More entries:
19) Cc1ccc(S(=O)(=O)N2CCCCC2)cc1NC(=O)Nc1ccc(Cl)cc1Cl
20) CCN(CC(=O)Nc1ccc(NC(C)=O)cc1)C(=O)CCCSc1nc2ccccc2[nH]1
21) O=[N+]([O-])c1cc(S(=O)(=O)N2CCCCC2)ccc1NCCN1CCOCC1
22) O=C(Nc1cccnc1Cl)c1ccc(Cl)cc1
23) COc1ccc(-c2nnc3ccc(SCC(=O)N4CCCC4)nn23)cc1
24) CO[C@@H](C(=O)N(C)C[C@H]1OCc2ccccc2-c2ccccc2C(=O)N([C@H](C)CO)C[C@H]1C)c1ccccc1

Screen / compound no.	19	20	21	22	23	24
ERAP1 inh	0	1	-1	0	4	0
S100A4 inh HTS	17	-5	1	-1	1	-36
EWS-Fli block	4	-10	-5	-81	1	2
LGR2 antag	6	1	9	-30	-2	-6
PGC1a acetyl inh	x	x	-7	x	8	7
PglD inh	x	x	x	4	1	2
PAX8 inh HTS	6	-4	4	-124	6	-2
FN deposition inh	-1	6	-11	0	4	-9

The last 3 compounds of the part before lead into the next:
22) O=C(Nc1cccnc1Cl)c1ccc(Cl)cc1
23) COc1ccc(-c2nnc3ccc(SCC(=O)N4CCCC4)nn23)cc1
24) CO[C@@H](C(=O)N(C)C[C@H]1OCc2ccccc2-c2ccccc2C(=O)N([C@H](C)CO)C[C@H]1C)c1ccccc1
25) Cc1ccc(OCC(=O)Nc2ccc(F)cc2)cc1C
26) Cc1ccc(OC(C)C(=O)N/N=C/c2ccccn2)cc1 (stereo not given)
27) COCCNC(=O)C[C@@H]1CC[C@@H]2[C@H](COc3ccc(NS(=O)(=O)c4ccc(Cl)cc4)cc3C(=O)N2C)O1
28) Cc1cc(C(=O)Nc2cccc3c2O[C@H](CN(C)S(=O)(=O)c2ccc(Cl)cc2)[C@H](C)CN([C@H](C)CO)C3=O)n(C)n1
29) C[C@H]1CN([C@@H](C)CO)C(=O)c2cc(NC(=O)Cn3cnnn3)ccc2O[C@H]1CN(C)CC1CC1
30) O=C(N[C@@H]1CC[C@H](CCNC(=O)C2CCCCC2)O[C@@H]1CO)c1ccncc1

Screen / compound no.	22	23	24	25	26	27	28	29	30
ERAP1 inh	0	4	0	-1	1	-4	-1	-2	0
S100A4 inh HTS	-1	1	-36	-1	0	0	-20	-27	10
EWS-Fli block	-81	1	2	-17	14	-3	6	-13	-7
LGR2 antag	-30	-2	-6	-2	10	-12	-20	-18	2
PGC1a acetyl inh	x	8	7	1	7	-4	0	-14	22
PglD inh	4	1	2	-3	x	1	-4	-1	2
PAX8 inh HTS	-124	6	-2	x	-2	5	13	15	-28
FN deposition inh	0	4	-9	x	x	1	x	x	-3

31) Cc1ccc(NC(=O)COC(=O)/C(=C/c2cccs2)c2cccs2)cc1S(=O)(=O)N(C)C
32) CN(Cc1cc(=O)n2ccsc2n1)c1ccccc1
33) COc1ccc(-n2c(=O)c3ccccc3n(CC(=O)NCc3ccco3)c2=O)cc1
34) Cc1ccc(CN(C(=O)N2CCN(C)CC2)S(=O)(=O)c2ccc(C)cc2)cc1
35) COc1ccc2c(CC(=O)OCC(=O)Nc3cccc(C)c3)coc2c1
36) O=C(C1CC1)N1C[C@H]2[C@@H](c3ccccc31)[C@@H](CO)N2C(=O)c1cccc(F)c1

Screen / compound no.	31	32	33	34	35	36
ERAP1 inh	0	0	x	-2	4	-2
S100A4 inh HTS	-2	11	1	-1	-8	-13
EWS-Fli block	-29	-4	3	0	3	-1
LGR2 antag	18	-32	-7	6	-3	3
PGC1a acetyl inh	-14	x	5	14	0	-2
PglD inh	3	x	-6	2	-7	-5
PAX8 inh HTS	45	-5	21	6	-1	11
FN deposition inh	-9	-4	7	3	-2	x

37) O=C(C[C@@H]1CC[C@@H](NC(=O)c2ccncc2)[C@H](CO)O1)Nc1ccc(-c2ccccc2)cc1
38) C[C@H]1CN([C@@H](C)CO)C(=O)c2cc(C#Cc3ccccc3F)cnc2O[C@H]1CN(C)S(=O)(=O)c1ccccc1F
39) COCC(=O)N1[C@@H](C#N)[C@H](c2ccc(-c3cccc(F)c3)cc2)[C@@H]1CO
40) Cc1ccc([C@H]2C(C(=O)O)=CC[C@@H](c3cccs3)N2S(=O)(=O)c2ccc(C)cc2)cc1
41) COc1ccc(CC(=O)NCCS(=O)(=O)N2CCN(c3ccccc3)CC2)cc1
42) FC(F)(F)c1cnc(-c2cnc3c(-c4ccc(Cl)cc4)cnn3c2)c(Cl)c1

Screen / compound no.	37	38	39	40	41	42
ERAP1 inh	1	-3&-2	0	0	-1	x
S100A4 inh HTS	3	7&-4	116*	-6	-2	x
EWS-Fli block	0	4&5	-12	-18	5	x
LGR2 antag	-2	7	-3	8	-2	-16
PGC1a acetyl inh	x	-14&5	-9	5	-7	0
PglD inh	x	0&-1	2	-1	0	0
PAX8 inh HTS	x	x	-20	11	24	x
FN deposition inh	x	0	8	4	-9	-5

43) COC(=O)[C@@]12C[C@@H](CC(=O)N3CCOCC3)C(=O)N(Cc3cccc4ccccc34)C1=CCC(C)(C)C2
44) CCOc1ccc2oc(C(=O)NCC3CCCO3)c(C)c2c1 (stereo not given)
45) COc1cccc(C(=O)Nc2nc(SCc3ccc(Cl)cc3)n[nH]2)c1
46) CN(C)c1cc[n+](CC[n+]2ccc(N(C)C)cc2)cc1
47) COc1cc(S(=O)(=O)n2nc(C)cc2C)ccc1Cl
48) C[C@H]1CN([C@@H](C)CO)C(=O)Cc2cc(NC(=O)C3CCCCC3)ccc2O[C@H]1CN(C)Cc1ccc(C(=O)Nc2ccccc2N)cc1

Screen / compound no.	43	44	45	46	47	48
ERAP1 inh	-1	3	1	-1	0	0
S100A4 inh HTS	-24	5	-2	10	-15	-7
EWS-Fli block	-5	-71	-25	-14	11	27
LGR2 antag	4	-32	1	-5	-2	0
PGC1a acetyl inh	x	1	2	-5	-4	-24
PglD inh	x	-4	4	1	-1	8
PAX8 inh HTS	-9	-152	-6	-3	-5	x
FN deposition inh	1	0	-14	-1	-1	-8

49) C[C@H](CO)N1C[C@H](C)[C@@H](CN(C)CC2CCCCC2)OCCCC[C@H](C)Oc2ccc(NC(=O)Nc3ccc4c(c3)OCO4)cc2C1=O
50) C[C@@H]1CCCCO[C@@H](CN(C)C(=O)c2ccccc2)[C@@H](C)CN([C@H](C)CO)C(=O)c2cc(NC(=O)C3CCCCC3)ccc2O1
51) O=C(c1cccc(F)c1)N1CCCC(C(=O)N2CCCCC2)C1 (stereo not given)
52) COc1ccccc1CNC(=O)C[C@H]1C[C@H]2c3cc(NC(=O)C4CCOCC4)ccc3O[C@H]2[C@H](CO)O1

Screen / compound no.	49	50	51	52
ERAP1 inh	-3	-1	1	-1
S100A4 inh HTS	2	1	-2	11
EWS-Fli block	1	-2	0	-3
LGR2 antag	15	4	2	-13
PGC1a acetyl inh	-21	-5	5	x
PglD inh	5	-1	0	-3
PAX8 inh HTS	-18	-3	10	-29
FN deposition inh	x	x	-4	4
